High-throughput results from PubChem.
M. tuberculosis – growth inhibition of non-replicating M. tuberculosis (AID 488890) | Mycobacterium tuberculosis non-replicating, growth inhibition; higher % means a stronger effect | actives 0.39% (n = 320,000) | one-dose inhibition, % at 25 µM; IC50 in µM for titrated hits; in the data active = a potency from the dose series; inconclusive = inhibition mostly from about 82% at the one dose, without a potency; inactive = the rest, 99 in 100 with inhibition below about 76%;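 note: plate controls were DMSO cells for no effect and high antibiotic wells for full effect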
PhoP GFP inhibition – PhoP regulon inhibitors, Salmonella typhi PhoP promoter GFP reporter, confirmatory (AID 1850); Salmonella Typhi PhoP-promoter GFP reporter, fluorescence, 4 h; higher % means a stronger effect; actives 0.33% (n = 310,000); one-dose inhibition, % at 50 µM; IC50 in µM for titrated hits; in the data active = a potency from the dose series; inconclusive = inhibition mostly from about 25% at the one dose, without a potency; inactive = the rest, 99 in 100 with inhibition below about 19%;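 note: 0% = induced wells with vehicle and 100% = uninduced wells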
inhibitors of VEEV – inhibitors of VEEV TC-83 cytopathic effect, confirmation, Vero cells (AID 588727). one-dose inhibition, % at 20 µM; IC50 in µM for titrated hits. actives 0.13% (n = 350,000). Vero cells, VEEV TC-83 cytopathic effect inhibition; higher % means a stronger effect; in the data active = a potency from the dose series; inconclusive = inhibition mostly from about 14% at the one dose, without a potency; inactive = the rest, 99 in 100 with inhibition below about 12%; note: strong numbers were not always called active
H37Rv inhibition – M. tuberculosis growth inhibition, HTS (AID 449762) | inhibition, % at 25 µM, or IC50 in µM where a hit was titrated | M. tuberculosis H37Rv growth inhibition, 7H9 media; higher % means a stronger effect | actives 0.59% (n = 330,000); in the data active = a potency from the dose series; inconclusive = inhibition above about 70% without an active follow-up result;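 note: bacterial growth assessed after seven days of incubation; strong numbers were not always called active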
influenza NS1A – H1N1 influenza NS1A inhibitors, functional cell based assay (AID 504329) | NS1A functional cell-based assay, percent inhibition; higher % means a stronger effect | one-dose inhibition, % at 12.5 µM; IC50 in µM for titrated hits | actives 0.3% (n = 340,000); in the data active = a potency from the dose series; inconclusive = inhibition above about 27% without an active follow-up result; note: strong numbers were not always called active
inhibitors of VEEV 10K pilot screen – further read-out of inhibitors of VEEV, marked with its call; inhibition, %; measured here: 10K pilot screen inhibition
* = called active by the depositor; i = inactive; ? = inconclusive; · = not tested or not shown.

SMILES	M. tuberculosis	PhoP GFP inhibition	inhibitors of VEEV	H37Rv inhibition	influenza NS1A	others
Cc1cc2c(SCC(=O)N3CCN(c4ccccc4)CC3)ncnc2s1	8%	2%	1.3%	5%	-4%
CN(C)S(=O)(=O)c1cccc(NC(=S)NC2CCCCC2)c1	?	-1%	0.8%	1%	-2%
COc1ccc(N(CC(=O)NCc2cccnc2)S(=O)(=O)c2ccc(C)c([N+](=O)[O-])c2)cc1	19%	6%	0.8%	3%	-6%
COc1cccc(NP2(=O)OCC(C)([N+](=O)[O-])CO2)c1 (centres undefined)	·	·	0.1%	·	1%
COc1ccc2nc(NC(=O)CCc3nc(-c4ccccc4F)no3)sc2c1	·	·	9.1%	·	-3%
CCCCOc1ccc(C(=O)N/N=C/c2cn[nH]c2-c2ccc(OC)c(OC)c2)cc1	-8%	-9%	3.0%	3%	14%
CCN(CC)S(=O)(=O)c1ccc2c(c1)N(CC(=O)N1CCC(C(N)=O)CC1)C(=O)CO2	7%	-23%	i	11%	-6%
O=C(CCn1cnnn1)Nc1cccc(F)c1	4%	1%	0.2%	10%	-1%
COc1ccccc1-c1coc2cc(OCC(=O)OCc3ccccc3)ccc2c1=O	?	-2%	1.1%	?	-6%
CC1=NN(C(C)C)C(=O)C1	-10%	-2%	1.5%	-7%	4%
O=C(Nc1ccccc1)Nc1cccc2cccnc12	56%	-6%	4.5%	10%	0%
CCN(CC)C(=O)CCNS(=O)(=O)c1ccc(C)cc1	15%	-12%	2.9%	-3%	-12%
O=C(COC(=O)/C=C/c1ccco1)Nc1ncc(C(F)(F)F)cc1Cl	16%	3%	i	-1%	0%
Cc1nonc1OCCNC(=O)C12CC3CC(CC(C3)C1)C2	51%	1%	0.8%	-4%	-8%
O=C1C2CCCCC2C(=O)N1c1ccc(NC2CCCCC2)c([N+](=O)[O-])c1 (centres undefined)	49%	-2%	1.1%	7%	9%
COc1cccc(NC(=O)COC(=O)c2ccccc2F)c1	66%	-1%	1.1%	-8%	-7%	inhibitors of VEEV 10K pilot screen=0.9
NCCNc1ccc([N+](=O)[O-])cc1	-3%	15%	1.1%	-8%	0%
COc1cc(C(C)=O)ccc1Oc1ncnc2c1cnn2-c1ccc(F)cc1	1%	-5%	4.4%	5%	-5%	inhibitors of VEEV 10K pilot screen=2.5
Cc1ccc(N2C(=O)N(CC(=O)Nc3ccc([N+](=O)[O-])cc3)C(=O)C2C)cc1 (centres undefined)	4%	0%	4.5%	-4%	-3%
CCc1ccccc1N(CC(=O)N/N=C/c1ccc(OC(=O)OC)c(OC)c1)S(C)(=O)=O	22%	-12%	1.4%	-4%	-2%
CC(C)(C)OC(=O)C[C@H]1C/C=C\C[C@H](CC(=O)N(CCO)Cc2ccccc2)C(=O)N[C@H](C(C)(C)C)COC1=O	26%	·	9.0%	8%	-16%
CCN(CC)C(=O)CS(=O)(=O)CC(=O)Nc1cc(OCCOC)c(Cl)cc1Cl	-14%	3%	i	-9%	3%
O=C(NNc1nc(-c2ccccc2)c2cc(Br)ccc2n1)c1ccc(S(=O)(=O)N2CCCCC2)cc1	2%	1%	5.9%	9%	-2%
CC(CN1CCCCC1)OC(=O)c1cc2ccccc2o1 (centres undefined)	-3%	-12%	1.7%	-5%	4%	inhibitors of VEEV 10K pilot screen=0.3
CC(=O)N1CCN(c2ccc(NC(=O)c3ccccc3Br)cc2Cl)CC1	5%	0%	7.6%	0%	2%
Cc1nonc1NC(=O)CSc1nc(CCC2CCCC2)nc2ccccc12	-11%	-11%	2.1%	1%	-9%
CC(C)CNC(=O)c1ccccc1NC(=O)c1ccc(CSc2ccccc2)cc1	10%	-1%	1.6%	-6%	-4%
O=C(O)C1CCCN1S(=O)(=O)c1ccc(Br)s1 (centres undefined) (tested in a mixture with another compound)	-5%	9%	1.0%	-3%	8%
O=C(CNC(=O)c1ccc(F)cc1)c1ccc(Cl)cc1	67%	0%	3.6%	6%	-1%
CC(C)C[C@H]1C(=O)N2CCC[C@H]2[C@]2(O)O[C@](NC(=O)[C@@H]3C=C4c5cccc6[nH]cc(c56)C[C@H]4N(C)C3)(C(C)C)C(=O)N12	35%	-20%	3.5%	?	0%
Cc1ccn(-c2cc(O)c(-n3ccc(C)n3)cc2O)n1	?	-4%	2.6%	2%	12%
CC(C)(C)C(=O)Nc1ccccc1C(=O)NCc1ccco1	6%	-1%	1.3%	3%	-4%
CCOC(=O)c1c(C)[nH]c(C(=O)CSc2nnc(-c3ccncc3)n2CC)c1C	6%	-6%	i	-1%	6%
CCn1c(=O)c(=O)[nH]c2cc(C(=O)NC(C)c3ccc(S(N)(=O)=O)cc3)ccc21 (centres undefined)	-13%	0%	1.5%	3%	-3%
COC(=O)C1=C(NC(C)=O)CCS1	-1%	-6%	0.1%	10%	-14%
CN(C(=O)CCc1nnc(CCCCc2ccccc2)o1)C1CCOCC1	13%	10%	i	-1%	8%
Cc1cc(O)c(C=Nc2ccc(Cl)cn2)c(=O)o1	3%	-6%	0.4%	5%	-1%
CN(CC(=O)Nc1ccccc1C(=O)NC1CC1)Cc1ccco1	-9%	·	2.8%	4%	-6%
COc1cc(NS(=O)(=O)c2ccc(N/C=C\C(=O)c3ccc(OC)c(OC)c3)cc2)nc(OC)n1	53%	-10%	0.3%	-8%	-1%
CCOc1ccc2[nH]c(C(=O)N/N=C/c3ccccc3OC)cc2c1	30%	13%	0.1%	0%	5%
Cc1ccc(NC(=O)CN2C(=O)NC(C)(c3ccc(Cl)cc3)C2=O)c(Br)c1 (centres undefined)	1%	9%	1.9%	0%	9%
Cc1ccc(C(=O)CN(C(=O)c2ccc(Cl)c(Cl)c2)N2C(=O)C3CCCCC3C2=O)cc1C (centres undefined)	2%	-7%	i	-4%	-5%
O=C1C([N+](=O)[O-])=C(O)c2cccc3cccc1c23	3%	23%	·	-2%	·
Cc1ccc(S(=O)(=O)CCC(=O)OCC(=O)NC(C)c2ccccc2)cc1 (centres undefined)	2%	·	0.9%	-10%	-22%
COc1ccc(C2C(C(=O)c3ccc(C)o3)=C(O)C(=O)N2Cc2cccnc2)cc1OC (centres undefined)	-10%	5%	0.1%	-9%	3%

Filtered by structure, those above with a thiophene ring, fused or not
SMILES	M. tuberculosis	PhoP GFP inhibition	inhibitors of VEEV	H37Rv inhibition	influenza NS1A	others
Cc1cc2c(SCC(=O)N3CCN(c4ccccc4)CC3)ncnc2s1	8%	2%	1.3%	5%	-4%
O=C(O)C1CCCN1S(=O)(=O)c1ccc(Br)s1 (centres undefined) (tested in a mixture with another compound)	-5%	9%	1.0%	-3%	8%

In the list so far, 5 contain a furan ring, fused or not:
SMILES	M. tuberculosis	PhoP GFP inhibition	inhibitors of VEEV	H37Rv inhibition	influenza NS1A	others
O=C(COC(=O)/C=C/c1ccco1)Nc1ncc(C(F)(F)F)cc1Cl	16%	3%	i	-1%	0%
CC(CN1CCCCC1)OC(=O)c1cc2ccccc2o1 (centres undefined)	-3%	-12%	1.7%	-5%	4%	inhibitors of VEEV 10K pilot screen=0.3
CC(C)(C)C(=O)Nc1ccccc1C(=O)NCc1ccco1	6%	-1%	1.3%	3%	-4%
CN(CC(=O)Nc1ccccc1C(=O)NC1CC1)Cc1ccco1	-9%	·	2.8%	4%	-6%
COc1ccc(C2C(C(=O)c3ccc(C)o3)=C(O)C(=O)N2Cc2cccnc2)cc1OC (centres undefined)	-10%	5%	0.1%	-9%	3%

More entries:
SMILES	M. tuberculosis	PhoP GFP inhibition	inhibitors of VEEV	H37Rv inhibition	influenza NS1A	others
COc1ccc(NS(=O)(=O)c2cccc(C(=O)NCC3CCCO3)c2)cc1 (centres undefined)	-18%	2%	1.9%	-9%	-10%
CCOc1ccc(NC(=O)CCCc2cc(-c3ccc(OCC)cc3)on2)cc1	?	0%	1.1%	-3%	-6%
O=C(NCc1cccnc1)C1CC(c2ccccc2Cl)=NO1 (centres undefined)	10%	-1%	i	4%	-4%
CCCn1c(N)c(Sc2ccc(Cl)cc2)c(=O)n(CCC)c1=O	-13%	-24%	0.5%	-11%	-1%
COc1ccccc1CC(=O)N1CCC(n2nccc2NC(=O)C2CCOC2)CC1 (centres undefined)	-2%	-10%	1.9%	-3%	-9%
O=C1c2ccccc2NC(c2cccs2)N1O (centres undefined)	·	·	1.4%	·	-9%
COc1ccc(NC(=O)CN(C2CCCCC2)S(C)(=O)=O)cc1OC	-16%	2%	2.7%	-3%	3%
COCCOC(=O)c1c(C)n(C)c2ccc(OC(=O)C3CC3)cc12	44%	-7%	1.4%	-3%	8%
Cc1cccc(-n2c(O)cnc2Nc2nc(C)cc(C)n2)c1	-3%	-7%	0.2%	3%	·
Cc1ccccc1N1C(S)=C(C#N)C(=O)NC1c1cccs1 (centres undefined)	13%	2%	6.2%	-4%	9%
O=C(Nc1ccc2ccccc2c1)C(c1ccccc1)C1CCCC1 (centres undefined)	33%	-4%	i	4%	-9%
O=CN1CCN(C(C(=O)NC2CCCCC2)c2cc3c(cc2[N+](=O)[O-])OCO3)CC1 (centres undefined)	12%	-6%	1.0%	7%	-3%
O=c1c2c(nc3n1CCS3)c1cc(F)ccc1n2Cc1cc(=O)n2cc(Cl)ccc2n1	-3%	9%	·	0%	·
O=C(c1ccc(Br)o1)N1CCN(CCOc2ccccc2)CC1	43%	-5%	i	5%	-7%
O=C(CSc1nc2cc(Cl)ccc2s1)Nc1cccc(S(=O)(=O)N2CCOCC2)c1	64%	-2%	1.7%	5%	0%
Cc1ccc(-c2nn(CC(N)=O)c(=O)c3ccccc23)cc1S(=O)(=O)N(C)C	-3%	-7%	i	-3%	-2%
Cn1c(NCC(O)c2ccccc2)nc2c1c(=O)n(Cc1ccc(Cl)c(Cl)c1)c(=O)n2C (centres undefined)	61%	20%	5.5%	7.5µM*	0%
Cc1ccccc1OCC(=O)NC(=S)Nc1ccc(S(=O)(=O)NC2CCCCC2)cc1	-23%	-2%	0.8%	1%	-4%
Cc1noc(NS(=O)(=O)c2ccc(NC(=O)NC(C)(C(F)(F)F)C(F)(F)F)cc2)c1C	27%	5%	0.6%	1%	20%
Cc1ccc(Cn2nnc3c(=O)[nH]c(C4CCN(S(=O)(=O)/C=C/c5ccccc5)CC4)nc32)cc1	76%	12%	2.7%	?	5%
COc1ccc(NC(=S)N(CCCN2CCC(C)CC2)Cc2cccs2)cc1Cl	27%	-12%	1.7%	5%	5%
CCn1c(CSc2nc(C)cc(C)n2)nnc1SCC(=O)Nc1nc(-c2ccccc2)cs1	-12%	-1%	1.6%	-18%	5%
Cc1ccc(C(=O)C(C)OC(=O)Cn2cnc3c2c(=O)n(C)c(=O)n3C)cc1 (centres undefined)	-7%	2%	0.5%	-3%	-8%
CCOC(=O)c1ccc(/C=N/O)[n+](Cc2ccccc2)c1	-1%	-8%	i	1%	-9%
CNC(=O)CSc1nnc(-c2cnccn2)n1C	-9%	-7%	0.4%	-4%	-10%
Cc1ccc(-n2c(SCCN)nnc2-c2cccc(C)c2)cc1	60%	3%	3.6%	-10%	-1%
CN(Cc1cc([N+](=O)[O-])c2cccnc2c1O)C1CCCCC1	19%	-1%	·	3%	·
Oc1ccc(N=Nc2ccccc2-c2nn[nH]n2)c(O)c1	-9%	12%	0.6%	13%	11%
Cc1cc(C)nc(NC2=NCC(=O)N2c2ccccc2Br)n1	·	-3%	0.9%	0%	-7%
CCOc1ccccc1CN1C(=O)c2ccccc2C1C(=O)NC(C)CC (centres undefined)	10%	6%	0.3%	-1%	0%
Cc1ccc(NCSc2ccc(Cl)cc2)cc1	·	·	1.5%	·	-4%
CCN1CCN(c2ccc(S(=O)(=O)N3CCCCC3)cc2NC(=O)c2cc3ccccc3o2)CC1	34%	7%	7.2%	?	6%
c1cc2nc(C34CC5CC(CC(C5)C3)C4)[nH]c2cn1	-4%	10%	0.4%	1%	2%
Cn1c(SCC(=O)Nc2ccc3cn[nH]c3c2)nnc1-c1cccs1	-3%	-4%	1.4%	-3%	12%
Cc1cnc(C(=O)OCC(=O)Nc2cc(Cl)ccc2C#N)cn1	-1%	·	3.0%	-7%	5%
COc1cc(OC)cc(C(=O)N2CC(=O)Nc3ccccc32)c1	-3%	-2%	8.9%	1%	0%
N/C(COc1cccc(Cl)c1)=N\O	-3%	1%	i	-8%	6%
CCC(C(=O)Nc1ccc(C(=O)O)cc1NC(=O)C(CC)c1ccccc1)c1ccccc1 (centres undefined)	0%	10%	i	-5%	4%
O=C(CNC(=O)Cc1ccccc1)NCC(=O)OCC(=O)c1cccc2ccccc12	11%	-13%	i	-11%	3%
CCOC(=O)c1ccc(-c2ccc(C(=O)Nc3cccnc3)o2)cc1	0.84µM*	-6%	8.3%	?	-3%
